All columns: NCI-60 one-dose screen, growth in % after 48 h at 10 µM unless noted; 100 = growth as untreated, 0 = no growth, -100 = all killed.
HL-60(TB) = HL-60(TB) leukemia cells; 78,000 compounds, 9% hits; AID 1794776; active = growth percent below 10
Active calls of the source: *; & = joins results of further samples. Only part of the results is shown (hit frequency here may not be typical).

SMILES	HL-60(TB)
NS(=O)(=O)c1ccc(-n2ncc3c2ncn2c(=S)[nH]nc32)cc1	93
Nc1ccc(Nc2ccccc2)cc1	38&57
Cc1noc(NS(=O)(=O)c2ccc(NC(=S)/N=C/C(C(=O)c3ccccc3)=C(\O)c3ccccc3)cc2)c1C	103
CCCCCCC(C)OC(=O)/C=C/c1ccccc1 (stereo unspecified)	117
C[C@H]1[C@H](C)CC[C@]2(C(=O)NCCCNCCCCNCCCN)CC[C@]3(C)C(=CC[C@@H]4[C@@]5(C)C/C(=C/c6ccco6)C(=O)C(C)(C)[C@@H]5CC[C@]43C)[C@H]12	87
COc1c(F)ccc(C(=O)Nc2ccc3nc(NC(=O)C4CCCN(S(=O)(=O)C5CC5)C4)sc3c2)c1F (stereo unspecified)	32
CCCCCCCCCCCCCCCCCC(=O)OCCN1C(=O)c2ccccc2C1=O	93
CC(O)(Cc1cccnc1)c1cccs1 (stereo unspecified)	47
O=C1Nc2c(c(=O)n(-c3ccccc3)c3ccccc23)C(c2ccccc2)N1 (stereo unspecified)	87
COc1cc2nc(Cl)nc(Nc3cccc(C4=NN(C(C)=O)C(c5ccc(F)cc5)C4)c3)c2cc1OC (stereo unspecified)	89
Cc1ccc(-n2c(-c3ccccc3)c(-c3ccccc3)c3c4n(c(=S)nc32)CCN4)cc1	91
CSc1ncc2ncn(C3OC(CO)C(O)C3O)c2n1 (stereo unspecified)	114
Nc1nc(C(=O)OCCBr)cs1	86
CNC(=O)[C@H](O)[C@H](Cc1ccccc1)N(Cc1ccccc1)Cc1ccccc1	99
S=c1nc2[nH]c3ccc(Cl)cc3c2n[nH]1	105
COc1ccc(NC(=O)C(C)C)cc1	124
O=C(O)CCCN1C(=O)/C(=C/c2cc3cc4c(cc3nc2Cl)OCO4)SC1=S	99
CC1=NN(c2nc(-c3c(O)cc(C)oc3=O)cs2)C(=O)/C1=C\c1cccc(O)c1O	98
COc1cc(/C=C/C(=O)c2ccc(O)c(CN3CCN(c4cc5c(cc4F)c(=O)c(C(=O)O)cn5C4CC4)CC3)c2)cc(OC)c1OC	7.4*
CC(NCCc1ccccc1)C1CCOC1=O (stereo unspecified)	72
CCCCC1CCCCN1C(=O)OCC(C)C (stereo unspecified)	79
CC1(C)CC[C@]2(C(=O)O)CC[C@]3(C)C(=CC[C@@H]4[C@@]5(C)C/C(=C/c6ccncc6)C(=O)C(C)(C)[C@@H]5CC[C@]43C)[C@@H]2C1	64
COc1ccc(-c2cn[nH]c2-c2cc(OC)c3c(c2)OCO3)cc1	-29*
O=C/C=C/c1ccccc1	87

In a second layout: four of the compounds above
CC(O)(Cc1cccnc1)c1cccs1 (stereo unspecified)
  HL-60(TB): 47
O=C1Nc2c(c(=O)n(-c3ccccc3)c3ccccc23)C(c2ccccc2)N1 (stereo unspecified)
  HL-60(TB): 87
COc1cc2nc(Cl)nc(Nc3cccc(C4=NN(C(C)=O)C(c5ccc(F)cc5)C4)c3)c2cc1OC (stereo unspecified)
  HL-60(TB): 89
Cc1ccc(-n2c(-c3ccccc3)c(-c3ccccc3)c3c4n(c(=S)nc32)CCN4)cc1
  HL-60(TB): 91

5 compounds from above, sorted by heavy-atom count, falling:
SMILES	HL-60(TB)
COc1cc(/C=C/C(=O)c2ccc(O)c(CN3CCN(c4cc5c(cc4F)c(=O)c(C(=O)O)cn5C4CC4)CC3)c2)cc(OC)c1OC	7.4*
CC1=NN(c2nc(-c3c(O)cc(C)oc3=O)cs2)C(=O)/C1=C\c1cccc(O)c1O	98
CNC(=O)[C@H](O)[C@H](Cc1ccccc1)N(Cc1ccccc1)Cc1ccccc1	99
COc1ccc(NC(=O)C(C)C)cc1	124
Nc1nc(C(=O)OCCBr)cs1	86

Retrieved by compound from the list above, 7 records:
SMILES	HL-60(TB)
CC(NCCc1ccccc1)C1CCOC1=O (stereo unspecified)	72
CCCCC1CCCCN1C(=O)OCC(C)C (stereo unspecified)	79
S=c1nc2[nH]c3ccc(Cl)cc3c2n[nH]1	105
Nc1nc(C(=O)OCCBr)cs1	86
COc1cc(/C=C/C(=O)c2ccc(O)c(CN3CCN(c4cc5c(cc4F)c(=O)c(C(=O)O)cn5C4CC4)CC3)c2)cc(OC)c1OC	7.4*
CC1=NN(c2nc(-c3c(O)cc(C)oc3=O)cs2)C(=O)/C1=C\c1cccc(O)c1O	98
O=C(O)CCCN1C(=O)/C(=C/c2cc3cc4c(cc3nc2Cl)OCO4)SC1=S	99

The list continues.
SMILES	HL-60(TB)
COc1ccc(C2=NN(C(C)=O)C(c3cc(-c4cc5ccccc5o4)n(-c4ccccc4)n3)C2)cc1 (stereo unspecified)	99
CC(=O)Nc1ccc2c(c1)Cc1c(F)c(F)c(F)c(F)c1-2	66
CCOC(=O)COc1c(C)cccc1C	65
OC(CCC(O)(c1ccccc1)c1ccccc1)(c1ccccc1)c1ccccc1	-22*
Cc1cccc(C)c1NC(=O)Cn1c(-c2nonc2N)nc2ccccc21	104
Cl/C=C(/Cl)c1ccccc1	93
COc1ccc(Nc2nc(N)nc3c2CCN(Cc2ccc(OC)cc2OC)C3=O)cc1	59
Cc1ccc(/C=N/NC(=O)CSc2nc3ccccc3c(=O)n2CCc2ccc(S(N)(=O)=O)cc2)cc1	79
NC(=O)CCCCC(N)=O	108
O=C(O)CCCCSc1ncnc2nc[nH]c12	103
CCOc1ccccc1[C@H]1C(C(=O)c2ccc(Cl)cc2)C2(N[C@@H]1c1ccccc1)C(=O)Nc1ccc(Br)cc12 (stereo partly specified)	-18*
COc1ccc(C2OCC3(CO)COC(c4ccc(OC)c(OC)c4)N23)cc1OC (stereo unspecified)	86
CN1CCN(C)Cc2ccccc2C2=NN=C(O2)c2cccc(n2)C2=NN=C(O2)c2ccccc2CN(C)CC1	41
Cc1ccc(Nc2ccc3c4c(cc(=O)n3C)-c3ccccc3C(=O)c24)c(S(=O)(=O)O)c1	97
COC1(OC)C2C(Cl)=C(Cl)C1(Cl)C(Br)C2c1ccccc1 (stereo unspecified)	112
CCCCCC(=O)OC1CCCCC1	86
N#CCCSC(=N)N	96
COC(=O)C1(O)NC(=C(C#N)C#N)C(C#N)=C1C(=O)c1ccc(OC)c(OC)c1 (stereo unspecified)	79
CCOC(=O)c1sc2ccc(NCc3cnc[nH]3)cc2c1NC(=O)c1ccc(C)cc1	102
C=Cc1cc2oc3ccccc3c(=O)c2c(O)c1-c1cc(OC)c2c(Cl)c(CCC)n(C)c(=O)c2c1O	94
COc1cc(CN(C(C)=O)c2ccccc2C(=O)O)ccc1[N+](=O)[O-]	83
Cc1ccc(NS(=O)(=O)c2ccccc2)c([N+](=O)[O-])c1	103
C=C(C)[C@@H]1CC[C@]2(C(=O)N3CCN(C)CC3)CC[C@]3(C)[C@H](CC[C@@H]4[C@@]5(C)CC[C@H](OP(=O)(OCC)OCC)C(C)(C)[C@@H]5CC[C@]43C)[C@@H]12	42
CCCCCCNC(=O)N/C(N)=N/c1nc2ccccc2s1	67
COc1ccc(C(=O)C2C(C#N)C(C#N)C3c4ccccc4C=CN23)cc1 (stereo unspecified)	95
CCOC(=O)C1=C(C(=O)c2ccc(C)cc2)C(c2ccc(Cl)cc2Cl)C(C(=O)c2ccc(C)cc2)=C(C(=O)OCC)N1	94
CCCCCC(C)OC(=O)c1ccccc1 (stereo unspecified)	114
O=C(Nc1ccccc1NC(=O)c1ccccc1)c1ccccc1	101
C#Cc1ccc(NC(=O)c2sc3nc4c(cc3c2N)CCCCCC4)cc1	78
Clc1ccc2c(c1)C1CC(c3ccco3)=NN1C(c1ccncc1)O2 (stereo unspecified)	97
CCNC(=O)N1CCc2c(Br)c3c(c(OC)c2C1Cc1ccc(OC)cc1)OCO3 (stereo unspecified)	7.5*
CO[C@]1(CO)O[C@@H](n2cc(C)c(=O)[nH]c2=O)C[C@@H]1O	78
COc1cc(OC)c2cc(C(=O)c3ccc(C#N)cc3)c(=O)oc2c1	97
O=c1[nH]cnc2c1ncn2C1OC(CO)C(O)C1O (stereo unspecified)	101&89&97
Cc1cc2nc(C(Cl)Cl)nc(C)n2n1	96
C#CCO[C@H]1CC[C@H](OCC#C)[C@@H]2[C@H]1[C@H]1C[C@@H]3[C@@]4(C)CCC[C@@](C)(C(=O)OC)[C@@H]4CC[C@@]23C=C1C(C)C	78
O=C1CCC(OCc2cc(=O)c(O)co2)N1 (stereo unspecified)	92
O=C1c2cc(O)cc(O)c2[C@H](c2ccc(O)cc2)[C@H]1c1cc(O)cc(O)c1	95
CC(=O)Nc1cccc(Oc2nc(NS(=O)(=O)c3ccccc3)nc(-c3ccc(C)cc3)c2C#N)c1	98
Cc1cc2c(c(=O)o1)C(c1ccc(OC(=O)N3CCOCC3)cc1)C(C#N)=C(N)O2 (stereo unspecified)	104
Cc1nc2sc(C(=O)Nc3cncc4ccccc34)c(N)c2cc1C(C)O (stereo unspecified)	88
Cc1ncc(-c2ccoc2)c(NC2CCCCCC2)n1	96
O=C(Oc1cc([N+](=O)[O-])ccc1Cl)Oc1cc([N+](=O)[O-])ccc1Cl	117
COc1ccc(OC)c(/C=C2/C=C(c3ccc(Cl)cc3)N(CCc3ccc(S(N)(=O)=O)cc3)C2=O)c1	68
COc1cccc(Nc2ncnc3cc(NC(=O)CCl)ccc23)c1	-50*
Cc1cccc2cc(-c3cc4ccccc4[nH]3)/c(=N\Nc3ccc(Cl)cc3)oc12	95
Cc1c(NC(=S)Nc2ccc(S(=O)(=O)Nc3ccc(Cl)nn3)cc2)n(-c2ccccc2)c(=O)n1C	102
S=c1[nH]c2ccccc2[nH]1	95
CCOC(=O)C1=C(C(=O)OCC)N(c2ccc(Cl)cc2)C(N)=C(C#N)C1c1cc(=O)[nH]c2ccccc12 (stereo unspecified)	91
OCC1COc2ccccc2O1 (stereo unspecified)	115
COC(=O)c1cnc(N)s1	97
Cc1ccc(C2CC(c3cccc(Nc4ccncc4)c3)=NN2C=O)cc1 (stereo unspecified)	82
C=C(C)C(=O)OCC(CC)(COC(=O)C(=C)C)COC(=O)C(=C)C	95
COc1ccc(Nc2nc3cccnc3nc2C)cc1	93
O=C1c2cccc3cccc(c23)C(=O)N1N1C(=O)c2cccc3c(-c4ccc(F)cc4)ccc(c23)C1=O	109
Nc1c2c(nc3ccc(Br)cc13)CC(c1ccc(Cl)cc1)CC2=O (stereo unspecified)	91
C[C@H]1[C@H](C)CC[C@]2(CO)CC[C@]3(C)C(=CC[C@@H]4[C@@]5(C)Cc6c([nH]c7ccccc67)C(C)(C)[C@@H]5CC[C@]43C)[C@H]12	82
COc1cc(CNC(=O)C[C@H](C)CCC=C(C)C)ccc1OCc1cn(-c2ccc(Cl)c(Cl)c2)nn1	84
COc1ccc(-c2nc(SCCC(C)C)nc(N/N=C\c3cccc(Cl)c3)c2C#N)cc1	82
NN=C1c2ccccc2-c2ccccc21	78&109
The listing continues.
SMILES	HL-60(TB)
C=CCn1c(SCC(=O)Nc2ccc(C(=O)/C=C/c3ccc(OC)cc3)cc2)nnc1-c1cc(-c2ccc(S(C)(=O)=O)cc2)nc2ccccc12	82
C#CC1(OCCOC(=O)NC)CCCCC1	106
O=C1CCCc2nc3sc4c(=O)n(-c5ccccc5Cl)nnc4c3cc21	109
CC(C)C1(O)c2ccccc2Oc2ccccc21	108
Brc1ccc(-c2noc(CCc3nnc(-c4ccccc4)o3)n2)cc1	67
O=C(c1ccccc1)c1cccc(C(=O)c2ccccc2)c1	89
CCCCOCC(=O)NC1CCCCC1	105
CC1(C)CC(=O)CC(=O)C1	69
COc1ccc(-c2cc(-c3cccn3C)[nH]c(=O)c2C#N)cc1	114
CC(=O)OC(C)C(=O)N(Cc1ccccc1)Cc1ccccc1 (stereo unspecified)	99
COc1cc(/C=C2N=C(/C=C/c3ccccc3)OC/2=O)cc(OC)c1OC	100
COc1cccc(-c2nc3sccn3c2-c2ccnc(NCCNC(=O)c3cccc(C(F)(F)F)c3)n2)c1	84
COc1ccc(-c2cc(-c3cccs3)n(S(=O)(=O)c3ccccc3)c(=O)c2C#N)cc1	45
O=C1CSC2=Nc3c(sc4ccc(Cl)cc34)C(c3ccc4ccccc4c3)N12 (stereo unspecified)	103
O=[N+]([O-])CC(O)c1ccccc1Cl (stereo unspecified)	51
Clc1ccc(-c2cc(-c3ccccc3)nc(Nc3nc4ccccc4[nH]3)n2)c(Cl)c1	100
CC1CCCNC1C (stereo unspecified)	141
N#CC1(Nc2ccc([N+](=O)[O-])cc2)CCCC1	105
CCC(=O)OC1=C(C)SC2=NC(c3ccc(N)cc3)=CC(c3cc(OC)c(OC)c(OC)c3)N21 (stereo unspecified)	115
COc1cc(-c2cc(=O)oc3cc(O)ccc23)c(OC)c2c1OCO2	103
N#Cc1cnc2ccc3oc(=O)ccc3c2c1N	97
C/C(=C(/c1ccccc1)c1ccc(N2C(=O)c3cccc4c(Nc5ncccn5)ccc(c34)C2=O)cc1)c1ccccc1	104
CC[C@@H](C)[C@@H]1NC(=O)[C@H]([C@@H](C)CC)NC(=O)[C@@H]2CCCN2C(=O)[C@@H]2CCCN2C(=O)[C@H](CCCNC(=N)N)NC(=O)[C@H](CCCNC(=N)N)NC(=O)[C@@H](CC(C)C)NC(=O)[C@H](Cc2ccccc2)NC(=O)[C@@H](NC(=O)[C@@H](N)CS)CSSC[C@H](C(=O)N[C@@H](C)C(=O)O)NC(=O)[C@H](Cc2c[nH]c3ccccc23)NC(=O)[C@H](Cc2ccccc2)NC(=O)[C@H](Cc2ccccc2)NC(=O)CNC(=O)[C@H](CCC(=O)O)NC(=O)[C@@H](Cc2cnc[nH]2)NC(=O)[C@H](Cc2cnc[nH]2)NC(=O)[C@H](CC(C)C)NC(=O)[C@@H](CC(C)C)NC(=O)[C@H](Cc2ccccc2)NC(=O)[C@H]([C@@H](C)CC)NC(=O)[C@H](CCCNC(=N)N)NC1=O	96
O=C(O)COc1ccc(-c2ccccc2)cc1	97
O=C(/C=C/c1cccs1)Nc1ncc(Cc2ccccc2F)s1	-40*
O=C(Nc1cccc(Cn2c(=O)[nH]c3ccc(Oc4ncccn4)cc3c2=O)c1)c1ccc(Cl)cc1	64
CC(C)(C)c1cc(C=O)cc(C(C)(C)C)c1O	-23*
CC1(C)CC[C@]23CC[C@]4(C)[C@H](CC[C@@H]5[C@@]6(C)CC(CCc7nn[nH]n7)(CCc7nn[nH]n7)C(=O)C(C)(C)[C@@H]6CC[C@]54C)[C@H]2[C@H]1OC3=O	115
CCc1ccccc1-n1c(N)c(C#N)c(-c2ccc(N(C)C)cc2)c(C#N)c1=O	96

Compound activity deposited in PubChem BioAssay by NCI.
